E-sel inducer: induces E-selectin expression in human endothelial cells | activation, % at 7.58 µM | 260,000 compounds, 0.37% hits | HUVEC E-selectin immunofluorescence imaging; normalized: neutral wells 0, TNF-alpha wells 100 | P16581 | AID 686992;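 active = mean E-selectin-positive cell signal at least 10% of the positive control, reached in at least 60% of replicates, without over 20% cell loss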;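 also: in these data hits start at about 27%; measured in HUVEC primary endothelial cells; signal is the percent of cells scored E-selectin positive by PE staining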
Target sequence (P16581 whole entry, looked up): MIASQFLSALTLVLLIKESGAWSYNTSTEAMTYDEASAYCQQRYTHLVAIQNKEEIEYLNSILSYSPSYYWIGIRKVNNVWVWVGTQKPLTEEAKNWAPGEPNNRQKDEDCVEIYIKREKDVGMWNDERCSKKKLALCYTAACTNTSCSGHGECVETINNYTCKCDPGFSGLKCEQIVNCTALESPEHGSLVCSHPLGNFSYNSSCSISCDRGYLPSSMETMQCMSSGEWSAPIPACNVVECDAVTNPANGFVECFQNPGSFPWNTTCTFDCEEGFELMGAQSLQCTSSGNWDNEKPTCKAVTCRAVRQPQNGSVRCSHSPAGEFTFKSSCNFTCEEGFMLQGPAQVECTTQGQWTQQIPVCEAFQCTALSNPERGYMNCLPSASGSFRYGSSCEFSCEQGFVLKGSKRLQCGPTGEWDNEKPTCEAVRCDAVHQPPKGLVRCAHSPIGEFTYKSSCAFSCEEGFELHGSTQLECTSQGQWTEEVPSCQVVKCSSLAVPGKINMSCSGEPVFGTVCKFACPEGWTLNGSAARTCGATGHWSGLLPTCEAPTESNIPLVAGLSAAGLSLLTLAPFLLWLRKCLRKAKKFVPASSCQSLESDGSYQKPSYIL
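Read-out basis: % PE-positive cells; Test system: HUVEC primary endothelial cells; Technique: immunofluorescence imaging; Dosing: single-point compound dose.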
ARNT-TACC3 inh: disrupts binding between human ARNT and TACC3; AlphaScreen His-ARNT PAS-B/GST-TACC3 binding, luminescence; TACC3 fragment carries E629A point mutation; inhibition, % at 9.99 µM; 390,000 compounds, 0.66% hits; AID 623870;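 active = mean inhibition of replicates at least 50% and at least half of replicates each reaching 50%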;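 also: 0% = complete ARNT plus TACC3 wells and 100% = ARNT alone without TACC3; many hits fall short of the cut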
Starred values were filed as active, the others as inactive; nt = no result given; & = joins results of further samples.

SMILES	E-sel inducer	ARNT-TACC3 inh
CC(=O)Oc1ccc2oc(/C=C/N(C)C)c([N+](=O)[O-])c2c1	nt	-0.3
C=CCn1c(Cc2ccc(OC)cc2)nnc1SCC(N)=O	nt	2.1
CCOc1ccc(CNC(=S)N/N=C\c2ccc([N+](=O)[O-])cc2)cc1	nt	-1.1
CCc1ccc(Nc2nnc(SCc3cc(=O)n4ccsc4n3)s2)cc1	nt	11.9
CCOc1cc(/C=C2/SC(=Nc3ccccc3)N(Cc3cccnc3)C2=O)ccc1OCC#N	nt	-5.3
Cc1cccc(N=Nc2ccc(O)c3ncccc23)c1	nt	21.5
O=c1[nH]c(CSc2nnc(-c3ccccc3)n2C2CCCCC2)nc2ccccc12	nt	-28.5
Cc1onc(-c2c(F)cccc2Cl)c1C(=O)NC1=NCCS1	nt	-0.5
Oc1[nH]c2ccccc2c1C=Nc1ccc2c(c1)OCCO2	nt	-6.9
COc1ccc(O)c(/C=N/n2c(-c3ccco3)csc2=Nc2cccnc2)c1	nt	61.9*
O=C(N/N=C/c1cc2c(cc1Br)OCO2)c1c[nH]c2ccccc12	nt	-8.0
CCOCCCNC(=S)Nc1cc(C)cc(C)c1	nt	-15.1
Cc1cc(C)c2[nH]c(=O)c(CN(Cc3cccs3)C(=S)NCc3ccco3)cc2c1	nt	-2.4
NNc1nc2ccc(F)cc2s1	nt	20.2
CC(C)COc1ccc(C(=O)Nc2ccc([N+](=O)[O-])cc2)cc1	nt	-10.8
Cc1ccc(NC(=O)CN(C)C(=O)Cn2cc(C(F)(F)F)cc(Cl)c2=O)cc1	nt	-8.0
Cc1cc(NC(=O)c2ccccc2-c2ccccc2C(=O)O)no1	nt	1.6
COc1ccccc1NC(=O)Cn1c(=O)n(-c2ccccc2)c(=O)c2oc3ccccc3c21	nt	-0.6
Cn1nc(C(F)(F)F)c2cc(C(=O)Nc3ccc(F)cc3F)sc21	nt	-5.4
N#Cc1ccc(-c2csc(NC(=O)/C=C/c3cccs3)n2)cc1	nt	26.7
Nn1c(SCC(=O)Nc2ccccc2F)nc2ccccc2c1=O	nt	-0.2
Cc1ccc(C(=O)N/C(=C/c2ccc(-c3cccc([N+](=O)[O-])c3)o2)C(=O)NC(C)C)cc1	nt	4.5
C[C@@H]1CN([C@@H](C)CO)S(=O)(=O)c2ccc(-c3cccnc3)cc2O[C@H]1CN(C)C(=O)C1CC1	0.4	nt
C[C@H](CO)N1C[C@H](C)[C@H](CN(C)C(=O)C2CCC2)Oc2cc(-c3ccncc3)ccc2S1(=O)=O	1.0	nt
Cc1ccccc1-c1ccc(C2[C@@H]3CN(Cc4ccc5c(c4)OCO5)C[C@H]2N3)cc1 (some centres undefined)	-0.1&-0.2	nt
COc1ccc2c3c(n(C)c2c1)[C@H](CO)NCC31CCN(C(C)=O)CC1	0.0	nt
COc1ccc2c3c(n(C)c2c1)[C@H](CO)N(S(=O)(=O)c1ccc(C)cc1)CC31CN(S(=O)(=O)c2ccc(C)cc2)C1	-0.6	nt
C/C=C/c1ccc(C2[C@@H]3CN(C(=O)Nc4ccc5c(c4)OCO5)C[C@H]2N3)cc1 (some centres undefined)	0.1&-0.1	nt
CCCC(=O)N1CC2(CN[C@H](CO)c3c2c2ccc(OC)cc2n3C)C1	0.2	nt
COc1ccc2c3c([nH]c2c1)[C@H](CO)N(S(C)(=O)=O)CC31CCN(Cc2nccs2)CC1	-0.1	nt
COc1ccc2c3c(n(C)c2c1)[C@H](CO)N(CC1CC1)CC31CN(C(=O)Nc2c(C)noc2C)C1	0.0	nt
COc1ccc2c3c([nH]c2c1)[C@H](CO)N(Cc1ccccc1OC)CC31CCN(C)CC1	-0.2	nt
CC(C)CC#Cc1ccc2c(c1)O[C@@H](CN(C)C(=O)C1CC1)[C@H](C)CN([C@@H](C)CO)S2(=O)=O	0.1	nt
COc1ccc2c3c([nH]c2c1)[C@H](CO)N(C)CC31CN(S(=O)(=O)c2cccc(F)c2)C1	-0.4	nt
FC(F)(F)c1cccc(CN2[C@@H]3CNC[C@H]2[C@@H]3c2ccc(-c3cccnc3)cc2)c1	0.4	nt
CC(C)C#Cc1ccc2c(c1)O[C@@H](CN(C)C(=O)C1CCC1)[C@@H](C)CN([C@@H](C)CO)S2(=O)=O	-0.1	nt
C[C@H]1CN([C@@H](C)CO)C(=O)Cc2cc(NC(=O)Nc3ccccc3)ccc2O[C@@H]1CN(C)Cc1ccc(C(=O)Nc2ccccc2N)cc1	0.2	nt
C[C@H](CO)N1C[C@H](C)[C@@H](CN(C)C(=O)C2CCC2)Oc2cc(-c3ccncc3)ccc2S1(=O)=O	1.3	nt
COCCn1c(SC(C(=O)Nc2cc(C)ccc2OC)c2ccccc2)nnc1-c1ccc(Cl)cc1 (centres undefined)	5.1	nt
COc1cccc(NC(=O)N2[C@@H]3CNC[C@H]2C3c2ccc(-c3ccncc3)cc2)c1 (some centres undefined)	0.0&0.0	nt
CN(C)C(=O)c1cccc(-c2ccc(C3[C@@H]4CN(Cc5ccccc5F)C[C@H]3N4)cc2)c1 (some centres undefined)	0.3&0.2	nt
C[C@H](CO)N1C[C@H](C)[C@H](CN(C)CC2CCCCC2)Oc2c(NC(=O)CCCCCC(=O)Nc3ccccc3N)cccc2C1=O	0.2	nt
COc1ccc2c3c(n(C)c2c1)[C@H](CO)N(Cc1ccccc1OC)CC31CN(CC2CCOCC2)C1	-0.3	nt
COc1ccc2c3c(n(C)c2c1)[C@@H](CO)NCC31CN(C(=O)c2ccccc2)C1	0.0	nt
O=C(Nc1ccc2c(c1)OCCO2)C1CCN(C(=O)c2ccc(Cl)cc2)CC1	0.9	nt
C[C@H](CO)N1C[C@H](C)[C@H](CN(C)C(=O)Nc2cc(F)ccc2F)Oc2cc(C#CC3CC3)ccc2S1(=O)=O	1.6	nt
COc1cccc(NC(=O)N2CC(=O)N3[C@H](CO)[C@H](c4ccc(C5=CCCCC5)cc4)[C@@H]3C2)c1	0.1	nt
CNC[C@H]1Oc2ccc(NS(=O)(=O)c3c(C)noc3C)cc2CC(=O)N([C@H](C)CO)C[C@H]1C	-0.6	nt

Quoted at random: 7 records from the list
SMILES	E-sel inducer	ARNT-TACC3 inh
COCCn1c(SC(C(=O)Nc2cc(C)ccc2OC)c2ccccc2)nnc1-c1ccc(Cl)cc1 (centres undefined)	5.1	nt
C[C@H](CO)N1C[C@H](C)[C@@H](CN(C)C(=O)C2CCC2)Oc2cc(-c3ccncc3)ccc2S1(=O)=O	1.3	nt
CN(C)C(=O)c1cccc(-c2ccc(C3[C@@H]4CN(Cc5ccccc5F)C[C@H]3N4)cc2)c1 (some centres undefined)	0.3&0.2	nt
O=C(Nc1ccc2c(c1)OCCO2)C1CCN(C(=O)c2ccc(Cl)cc2)CC1	0.9	nt
COc1ccc2c3c(n(C)c2c1)[C@@H](CO)NCC31CN(C(=O)c2ccccc2)C1	0.0	nt
CNC[C@H]1Oc2ccc(NS(=O)(=O)c3c(C)noc3C)cc2CC(=O)N([C@H](C)CO)C[C@H]1C	-0.6	nt
COc1cccc(NC(=O)N2[C@@H]3CNC[C@H]2C3c2ccc(-c3ccncc3)cc2)c1 (some centres undefined)	0.0&0.0	nt

Next part.
SMILES	E-sel inducer	ARNT-TACC3 inh
C/C=C/c1ccc2c(c1)O[C@@H](CN(C)C(=O)C1CCC1)[C@@H](C)CN([C@H](C)CO)S2(=O)=O	-0.2	nt
COc1ccc2c3c([nH]c2c1)[C@H](CO)N(C(=O)CN(C)C)CC31CN(Cc2ccccc2Cl)C1	-0.6	nt
CNC[C@@H]1Oc2ncc(C3=CCCC3)cc2C(=O)N([C@@H](C)CO)C[C@@H]1C	-1.0	nt
COc1ccc2c3c([nH]c2c1)[C@@H](CO)N(C(=O)c1ccc(F)cc1)CC31CCN(C(=O)CC2CC2)CC1	0.1	nt
Fc1ccccc1-c1ccc(C2[C@@H]3CN(Cc4ccccn4)C[C@H]2N3)cc1 (some centres undefined)	0.0	nt
C/C=C/c1ccc(C2[C@@H]3CN(C(=O)CN4CCOCC4)C[C@H]2N3)cc1 (some centres undefined)	0.3&-0.1	nt
O=C(C1CC1)N1C[C@@H]2N[C@H](C1)C2c1ccc(-c2cccc(F)c2)cc1 (some centres undefined)	0.2&0.2	nt
COc1ccc(NC(=O)N2C[C@@H]3N[C@H](C2)C3c2ccc(-c3ccncc3)cc2)cc1 (some centres undefined)	-0.1	nt
COc1ccc(-c2cnc3c(c2)C(=O)N([C@H](C)CO)C[C@@H](C)[C@@H](CN(C)S(=O)(=O)c2ccc(OC)cc2)O3)cc1	-0.4	nt
COc1ccc2c3c(n(C)c2c1)[C@H](CO)NCC31CN(Cc2ccncc2)C1	-0.2	nt
COc1ccc2c3c([nH]c2c1)[C@H](CO)N(S(C)(=O)=O)CC31CCN(C(=O)CN(C)C)CC1	-0.2	nt
COc1ccc(S(=O)(=O)Nc2ccc3c(c2)CC(=O)N([C@H](C)CO)C[C@@H](C)[C@H](CN(C)Cc2ccc(C(=O)Nc4ccccc4N)cc2)O3)cc1	0.4	nt

ARNT-TACC3 inh, entries above that show a hit
| Structure | ARNT-TACC3 inh |
| --- | --- |
| COc1ccc(O)c(/C=N/n2c(-c3ccco3)csc2=Nc2cccnc2)c1 | 61.9* |

Single records (already shown).
`Fc1ccccc1-c1ccc(C2[C@@H]3CN(Cc4ccccn4)C[C@H]2N3)cc1` (some centres undefined) is listed with E-sel inducer: 0.0; ARNT-TACC3 inh: nt
`COc1ccc(S(=O)(=O)Nc2ccc3c(c2)CC(=O)N([C@H](C)CO)C[C@@H](C)[C@H](CN(C)Cc2ccc(C(=O)Nc4ccccc4N)cc2)O3)cc1` is listed with E-sel inducer: 0.4; ARNT-TACC3 inh: nt

Carrying on.
SMILES	E-sel inducer	ARNT-TACC3 inh
COc1ccc2c3c([nH]c2c1)[C@@H](CO)N(CC1CC1)CC31CN(C(=O)c2ccccc2)C1	-0.5	nt
O=C(Cc1ccncc1)N1C[C@@H]2N[C@H](C1)C2c1ccc(-c2ccc(F)cc2)cc1 (some centres undefined)	0.0	nt
C[C@H](CO)N1C[C@H](C)[C@H](CN(C)Cc2ccc(C(=O)Nc3ccccc3N)cc2)Oc2ccc(NC(=O)Nc3ccccc3)cc2CC1=O	3.2	nt
COc1ccc2c3c([nH]c2c1)[C@@H](CO)N(CC1CCOCC1)CC31CN(CC2CCOCC2)C1	0.3	nt
C[C@H](CO)N1C[C@H](C)[C@H](CN(C)S(C)(=O)=O)Oc2ncc(C3=CCCCC3)cc2C1=O	-0.5	nt
CCC(=O)N1CC2(C1)CN(Cc1ccccc1Cl)[C@@H](CO)c1[nH]c3cc(OC)ccc3c12	-0.5	nt
C[C@H](CO)N1C[C@H](C)[C@@H](CN(C)S(C)(=O)=O)Oc2cc(C3=CCCC3)ccc2S1(=O)=O	0.4	nt
C/C=C/c1ccc(C2[C@@H]3CN(S(=O)(=O)c4cccc(OC)c4)C[C@H]2N3)cc1 (some centres undefined)	0.0	nt
COc1ccc2c3c([nH]c2c1)[C@@H](CO)N(C(=O)Nc1ccc(F)cc1)CC31CCN(S(=O)(=O)c2ccccc2)CC1	-0.7	nt
CNC[C@@H]1Oc2ccc(NC(=O)Cc3cn(C)c4ccccc34)cc2C(=O)N([C@@H](C)CO)C[C@@H]1C	-0.5	nt
C/C=C/c1ccc(C2[C@@H]3CN(S(=O)(=O)c4cn(C)cn4)C[C@H]2N3)cc1 (some centres undefined)	-0.2&-0.1	nt
O=C(c1cnccn1)N1C[C@@H]2N[C@H](C1)C2c1ccc(/C=C/c2ccccc2)cc1 (some centres undefined)	0.2&0.0	nt

In the list so far, these contain a cyano group.
SMILES	E-sel inducer	ARNT-TACC3 inh
CCOc1cc(/C=C2/SC(=Nc3ccccc3)N(Cc3cccnc3)C2=O)ccc1OCC#N	nt	-5.3
N#Cc1ccc(-c2csc(NC(=O)/C=C/c3cccs3)n2)cc1	nt	26.7

(list continues)
SMILES	E-sel inducer	ARNT-TACC3 inh
COc1cccc(S(=O)(=O)N2C[C@@H]3N[C@H](C2)C3c2ccc(-c3ccc(C(=O)N(C)C)cc3)cc2)c1 (some centres undefined)	0.1	nt
COc1ccc2c3c([nH]c2c1)[C@H](CO)N(S(C)(=O)=O)CC31CN(C(=O)c2ccccc2)C1	0.3	nt
Fc1cccc(CN2C[C@@H]3N[C@H](C2)C3c2ccc(/C=C/c3ccccc3)cc2)c1 (some centres undefined)	-0.3&-0.3	nt
COc1ccc2c3c([nH]c2c1)[C@H](CO)N(CC1CC1)CC31CN(C(=O)c2ccccc2F)C1	-0.3	nt

A portion of the library; count on the stated rates, not on these rows.
